HIF-2a inh: HIF-2a reporter inhibitors, primary screen, luminescence, 786-0 RCC cells; inhibition, % at 18.8 µM; actives 0.72% (n = 360,000); 786-0 RCC cells HIF-2a reporter, luciferase luminescence, overnight;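 active = inhibition of the luminescence signal of 40% or more relative to plate controls, in a single-dose primary screen at 18.75 µM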
KKLEB cytotox: cytotoxicity in KKLEB CF airway cells, primary screen, cytotoxicity control for CF NF-kB inhibitor project, cell-based, uHTS, fluorescence assay plates; activity change (cytotoxicity), % at 5 µM; KKLEB CF airway cells viability, ATPlite luminescence, overnight; hits give low values; cells stimulated with P. aeruginosa culture filtrate; actives 0.36% (n = 360,000);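 active = corrected activity change at or below -50% at 5 µM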
PDI turbidity: inhibitors of human PDI, primary screen, biochemical, turbidity, single point, plate reader; Protein disulfide-isomerase (Homo sapiens), P07237; PDI insulin aggregation turbidity, A650, 90 min; inhibition, % at 10 µM; actives 0.052% (n = 350,000); AID 588391, 2011;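 active = mean inhibition across replicates of 30% or more, whatever share of single replicates reach that level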;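 also: absorbance from insulin aggregation driven by PDI reduction with DTT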
Target sequence (P07237 whole entry, looked up): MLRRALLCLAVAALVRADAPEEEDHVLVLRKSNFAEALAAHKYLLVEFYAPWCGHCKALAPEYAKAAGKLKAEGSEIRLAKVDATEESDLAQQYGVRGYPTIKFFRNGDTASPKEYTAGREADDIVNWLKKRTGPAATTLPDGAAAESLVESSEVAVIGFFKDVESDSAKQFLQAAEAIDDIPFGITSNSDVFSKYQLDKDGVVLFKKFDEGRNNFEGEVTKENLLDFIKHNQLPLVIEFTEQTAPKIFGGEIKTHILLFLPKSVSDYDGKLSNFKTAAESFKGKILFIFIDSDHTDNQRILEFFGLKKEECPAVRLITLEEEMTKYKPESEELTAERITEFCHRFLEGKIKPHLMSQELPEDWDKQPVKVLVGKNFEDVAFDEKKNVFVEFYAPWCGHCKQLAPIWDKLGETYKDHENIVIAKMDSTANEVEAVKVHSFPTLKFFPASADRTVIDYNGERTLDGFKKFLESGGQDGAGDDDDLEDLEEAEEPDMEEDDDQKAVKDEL
CF NFkB block: inhibitors of PAF-induced NF-kB signaling, primary screen, cell-based, GFP fluorescence, uHTS; actives 0.86% (n = 360,000); inhibition, % at 5 µM; AID 588850, 2011; KKLEB NF-kB-GFP reporter, GFP fluorescence overnight;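 active = at least 50% inhibition at 5 µM, scaled per plate between neutral and stimulator controls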;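 also: PAF is a Pseudomonas aeruginosa culture filtrate used as stimulus; plate controls were PAF-stimulated DMSO wells for no effect and unstimulated DMSO wells for full effect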
NR2E3 ag-1: NR2E3 agonists in two-hybrid cells, primary screen, cell-based, luminescence, CHO-S, Gal4-NCOR/VP16-NR2E3; Photoreceptor-specific nuclear receptor (Homo sapiens), Q9Y5X4; luciferase; inhibition of corepressor binding, % at 3.98 µM; AID 602229, 2012; actives 0.35% (n = 360,000);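 active = inhibition above the mean of all tested compounds plus 3 SD, cut at about 70% in these data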;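 also: 0% = DMSO with NR2E3 transfected cells and 100% = cells lacking NR2E3 construct; higher means lower luciferase signal from less NR2E3 corepressor binding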
Target sequence (Q9Y5X4 whole entry, looked up, the tested form may be a part): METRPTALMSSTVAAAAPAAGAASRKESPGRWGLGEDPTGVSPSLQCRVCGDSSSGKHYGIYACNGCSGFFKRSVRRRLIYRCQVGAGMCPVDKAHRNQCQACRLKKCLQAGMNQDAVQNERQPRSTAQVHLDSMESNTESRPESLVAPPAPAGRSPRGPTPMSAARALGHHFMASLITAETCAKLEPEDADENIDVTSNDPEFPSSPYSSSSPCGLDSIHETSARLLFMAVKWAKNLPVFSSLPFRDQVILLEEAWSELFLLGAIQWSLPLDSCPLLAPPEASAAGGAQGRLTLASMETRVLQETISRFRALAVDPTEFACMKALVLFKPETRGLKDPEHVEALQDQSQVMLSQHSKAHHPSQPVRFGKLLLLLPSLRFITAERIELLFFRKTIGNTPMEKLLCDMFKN
TRPM1 prom inh: inhibitors of MITF-dependent TRPM1 promoter reporter, primary screen, cell-based, SK-MEL-5, single point, luciferase | AID 488899, 2010 | SK-MEL-5 TRPM1 promoter luciferase, 24 h | actives 0.83% (n = 330,000) | inhibition, % at 12.5 µM;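 active = mean inhibition across replicates of 60% or more, whatever share of single replicates reaches that level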; also: values of inactives mirror those of a sister screen read the other way
CaV13 FRET inh: Primary screen for inhibitors of IQ motif and Ca2+-dependent inactivation inhibitor domain binding in CACNA1D, Förster resonance energy transfer in living cells, …. actives 0.098% (n = 340,000). HEK cells, CFP/YFP FRET ICDI-IQ, plate reader, 10 min; percent FRET-ratio fall versus neutral wells. inhibition, % at 12.3 µM. AID 743397;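 active = mean replicate inhibition of at least 30% and at least 1% of replicates passing that level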;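 also: 0% = median of the neutral control wells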
Vif imaging: HIV Vif self-association inhibitors, primary screen, imaging, HEK293T, single point | HEK293T cells, Vif self-association by quenched fluorescence, 24 h | inhibition, % at 7.49 µM | actives 0.35% (n = 340,000) | AID 602346, 2012; in the data active = inhibition above about 50%, passing the limit was not always enough; also: some results filed as inactive read as strong as hits
Peg3 promoter: Peg3 promoter-driven luciferase inhibitors, primary screen, cell-based, HeLa, luciferase luminescence | HeLa PEG-Prom luciferase reporter, overnight | inhibition, % at 20 µM | actives 1.7% (n = 360,000) | AID 588405, 2011;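 active = inhibition of at least 50% at 20 µM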
NR2E3 ag-2: inhibitors of NR2E3-RetCOR corepressor binding, primary screen, NR2E3 agonist project, biochemical, TR-FRET, GST-NR2E3, biotin-RetCOR | AID 2300, 2010 | Photoreceptor-specific nuclear receptor (Homo sapiens), Q9Y5X4 | actives 0.12% (n = 320,000) | 1536-well | inhibition of corepressor binding, % at 4.78 µM;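 active = percent inhibition above the cutoff of mean plus 3 SD of all tested compounds, set per screening campaign, cut at about 20% in these data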;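 also: 0% = DMSO wells and 100% = biotin wells as full block of FRET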
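System: GST-tagged NR2E3 plus biotinylated RetCOR corepressor; Amount: 1.35 nM GST-tagged NR2E3 final; Dosing: single nominal compound dose of 4.8 µM; Schedule: 5 h incubation at 4 °C; Technique: TR-FRET with europium anti-GST and streptavidin-D2, 340 nm excitation; Controls: biotin wells as high control, 0.6% DMSO wells as low control.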
Shn3 inh set2: reduction of Shn3 3'UTR firefly luciferase signal, primary screen, Schnurri-3 inhibitor project, cell-based, Clone20 osteoblasts, set 2 | Clone20 osteoblast Shn3 3'UTR firefly luciferase, 24 h | inhibition, % at 12.5 µM | actives 0.52% (n = 360,000) | AID 588674, 2011;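 active = mean inhibition of at least 75% with every replicate also reaching 75%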;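 also: 0% = median of neutral control wells and 100% = pilot-screen positive control compound; some compounds past the cut are filed as inactive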
The depositor's hits bear a star; nt = no result given; & = joins results of further samples.

SMILES | HIF-2a inh | KKLEB cytotox | PDI turbidity | CF NFkB block | NR2E3 ag-1 | TRPM1 prom inh | CaV13 FRET inh | Vif imaging | Peg3 promoter | NR2E3 ag-2 | Shn3 inh set2
CCOC(=O)c1c(NC(=O)c2cnn3c2NC(c2cccc(OC)c2)CC3C(F)(F)F)sc2c1CCCC2 (stereo not drawn) | 14 | 5 | -4 | 7 | -11 | 0 | -5 | 0 | -5 | 0 | -3
COc1ccc(C(CNC(=O)c2cc(C)oc2C)N2CCOCC2)cc1 (stereo not drawn) | 8 | 5 | 2 | 2 | 6 | -8 | -6 | 3 | 4 | 0 | -3
Cc1ccc(C)c(S(=O)(=O)Nc2ccc(C(N)=O)cc2)c1 | 5 | -1 | 1 | -8 | -23 | 7 | -6 | -9 | 7 | -3 | -7
CN(C)S(=O)(=O)c1cccc(NC(=O)CNCc2ccccn2)c1 | 3 | -5 | -1 | -12 | -20 | 2 | -3 | -4 | 13 | -2 | -6
O=C(NC(c1ccc2c(c1)OCO2)c1ccccn1)C1CCN(CCOc2ccccc2)CC1 (stereo not drawn) | 1 | -6 | -3 | 2 | -16 | nt | -9 | nt | -4 | nt | -18
O=C(Nc1cccc(C(=O)N2CCOCC2)c1)c1ccc([N+](=O)[O-])cc1 | 5 | 1 | 2 | 11 | 4 | 4 | -5 | -1 | 11 | -1 | 15
CCOc1ccc(-c2nnc(-c3cccnc3)o2)cc1OCC | -25 | 12 | -14 | 2 | -33 | 10 | nt | 6 | -4 | 2 | -12
CC[N+]1(C)CCC(O)(/C=C/c2ccccc2)C(C(=O)/C=C/c2ccccc2)C1 (stereo not drawn) | 90* | -15 | 9 | 40 | -5 | 66* | -6 | 14 | 97* | nt | 99*
CCC(C)NC(=S)Nc1ccc2nc(N3CCOCC3)cc(C)c2c1 (stereo not drawn) | -72 | 2 | -11 | 15 | -16 | -11 | -23 | -10 | -16 | 2 | 4
Cc1ccc(C(=O)Nc2ccc3[nH]c(=O)[nH]c3c2)c(C)c1 | -52 | 0 | -2 | 5 | -2 | -18 | 1 | -7 | -37 | 3 | 1
Cc1ccc(CN2CCN(C3CCC3)CC2CCO)cc1 (stereo not drawn) | 21 | 4 | -1 | -4 | 6 | 4 | -5 | -4 | 12 | -1 | -2
CCN(CC1COc2ccccc2O1)C(=S)NC1CC2CCC1C2 (stereo not drawn) | 22 | -4 | -8 | 2 | -28 | 8 | -4 | -1 | 13 | 1 | -51
COc1cccc(CNC(=O)c2ccc(CS(=O)c3ccccc3)o2)c1 (stereo not drawn) | 2 | -1 | 2 | 9 | -26 | -6 | -13 | 4 | 14 | 1 | 38
COc1ccc(Oc2nc(SC)nc3ccccc23)cc1 | -28 | 1 | -3 | -6 | -15 | 15 | nt | 5 | -12 | 7 | 16
CCOC(=O)c1c(C)[nH]c(C)c1S(=O)(=O)NCC1CCN(Cc2ccccc2F)CC1 | 9 | 2 | 2 | 4 | -16 | 6 | -2 | -1 | 4 | -1 | -17
COc1cc2[nH]c(=S)nc(Nc3ccc(NC(C)=O)cc3)c2cc1OC | 24 | -2 | -5 | -4 | 5 | 3 | 13 | 4 | 9 | -1 | 10
COc1ccc(S(=O)(=O)N(C)c2c(C)n(C)n(-c3ccccc3)c2=O)cc1OC | 8 | -3 | -6 | 4 | -8 | -4 | nt | -2 | -10 | 2 | -19
CCN(CC(=O)Nc1ccc(S(=O)(=O)N2CCOCC2)cc1)Cc1ccccc1 | 8 | -8 | 6 | 9 | -4 | 3 | -7 | 6 | 12 | 1 | 10
O=c1c(CN2CCN(c3cccc(Cl)c3)CC2)coc2c(Cl)cc(Cl)cc12 | -9 | 2 | -4 | 12 | -12 | -2 | -9 | -1 | 1 | 2 | -7
O=C(O)C1C(=O)NCC1c1ccccc1 (stereo not drawn) | 4 | -6 | -1 | -3 | -26 | 4 | -5 | -2 | -10 | 3 | -11
O=C(CCN1CCN(S(=O)(=O)c2ccc(F)cc2)CC1)Nc1ccccc1F | -4 | 3 | 0 | 5 | 5 | -8 | -3 | -4 | 2 | 7 | -22
Cc1ccc(-c2[nH]ncc2C(=O)c2cccc(F)c2)c(O)c1 | -44 | 7 | -2 | 6 | -38 | -8 | -3 | -1 | -33 | 1 | -8
COc1ccccc1-c1cc2nc(NCCOc3ccccc3)ccn2n1 | -71 | 12 | 9 | -14 | -36 | nt | -11 | -2 | 9 | nt | 6
CCCc1cc(=O)[nH]c(SCc2cc(C(=O)OC)c(C)o2)n1 | 18 | -2 | -3 | -3 | -18 | 6 | -3 | 20 | 21 | -1 | 7
CCSC(SCC)[C@H](O)[C@@H](O)[C@H](O)[C@H](O)CO | 19 | 15 | 9 | 24 | 4 | 6 | -5 | -2 | -4 | 1 | -6
N#Cc1cn(CC(=O)N2CCCC2)c2ccccc12 | 20 | 4 | 6 | 8 | -26 | 3 | nt | nt | 15 | 2 | -18
OC(c1ccccc1)(c1nc(/C=C/c2ccc(C(F)(F)F)cc2)cs1)C(F)(F)F (stereo not drawn) | -23 | 14 | -4 | -34 | -28 | nt | -5 | 8 | 34 | nt | 3
O=C(N/N=C/c1c[nH]c2ccccc12)c1ccn[nH]1 | -104 | 8 | 3 | -14 | -91 | -3 | 0 | 5 | -83 | -2 | -2
COc1ccc(C(=O)/C=C/c2ccc(OC(=O)c3cc(OC)c(OC)c(OC)c3)cc2)cc1 | -23 | 2 | 5 | -29 | -22 | 21 | -2 | -10&-4 | -38 | 1 | 14&0
COc1ccc(-c2sc(Nc3cccc4ccccc34)n[n+]2C)c(C)c1C | 9 | -2 | -7 | -7 | -17 | 3 | -10 | -1 | -7 | nt | -8
O=C1c2ccccc2C(=O)N1CCCCc1cn(C[C@H]2CC[C@H](Cn3cc(CCCCN4C(=O)c5ccccc5C4=O)nn3)O2)nn1 | 5 | 9 | 5 | 2 | -21 | 6 | -8 | -28 | 2 | nt | 18
COc1ccc(C(=O)c2c(C)oc3ccc(O)c(CN4CCOCC4)c23)cc1 | 4 | 12 | 1 | 8 | -5 | 5 | -3 | 2 | 29 | -1 | 12
COc1cc(C)ccc1S(=O)(=O)NC(=O)Cn1nnc(COc2ccc3c(c2)CCCC3)c1C | 7 | -4 | -11 | -1 | -9 | nt | -6 | 0 | -10 | nt | -11
O=C(N/N=C/c1ccccc1F)NC1CCCCC1 | -131 | 13 | 0 | -4 | -33 | -35 | -6 | 5 | -144 | -2 | -51
Cc1cc(C(F)F)nn1CC(=O)NC1CCCCCC1 | 0 | 4 | -2 | 22 | 20 | -14 | nt | 0 | 1 | -2 | 16
Cc1ccc2nc(NC(=O)CCCC(=O)O)sc2c1 | 83* | -10 | -3 | 7 | 0 | 79* | -7 | 2 | 46 | -3 | 51
COc1ccc(/C=N/NC(=O)c2nnn(-c3nonc3N)c2CN(C)C2CCCCC2)cc1 | -14 | -1 | 7 | -1 | -7 | -11 | -2 | 11 | -4 | 6 | 6
O=C(O)c1cnn(-c2ccccc2)c1-c1ccncc1 | 15 | -4 | 2 | -10 | -49 | 11 | -17 | nt | 11 | 0 | -5
O=C(N/N=C/c1ccc(N2CCOCC2)cc1)c1ccc(NS(=O)(=O)c2cccs2)cc1 | -14 | 6 | -2 | 20 | -17 | 2 | -4 | 0 | -6 | 12 | 18
COc1cccc2cc(C(C)N(CCCN3CCOCC3)C(=S)Nc3cccc(C)c3C)oc12 (stereo not drawn) | 9 | 5 | 4 | -8 | -4 | -14 | -6 | 2 | -5 | 0 | 9
O=C1NCCCC2c3c(cc(Br)c(O)c3Br)OC12N1CCOCC1 (stereo not drawn) | 10 | 9 | 8 | -11 | 24 | 17 | -6 | 3 | -5 | 3 | 13
COC(=O)C1=NN(C(C)=O)C2(CC(=O)N(c3cccc(C)c3)C2=O)C1 (stereo not drawn) | 14 | 11 | -4 | -36 | 4 | 0 | -6 | -9 | 1 | -2 | 15
CCn1c(SCC(=O)N2CCC(C)CC2)nnc1-c1ccc(S(=O)(=O)N2CCN(C)CC2)cc1 | 9 | -7 | -4 | -1 | 8 | 9 | -5 | -17 | 3 | -1 | -8
C=CC[C@@H](CC(=O)N(CCO)Cc1ccccc1)C(=O)N[C@@H](COC(=O)[C@@H](CC=C)CC(=O)OC(C)(C)C)Cc1c[nH]c2ccccc12 | 19 | 2 | 14 | 11 | 6 | 1 | -6 | 0 | 35 | nt | 1
COc1ccc(NC(=S)Nn2cnnc2)cc1OC | 16 | -8 | -10 | 14 | -3 | -12 | 3 | 2 | 2 | -3 | -15

For convenience, some entries already given:
SMILES | HIF-2a inh | KKLEB cytotox | PDI turbidity | CF NFkB block | NR2E3 ag-1 | TRPM1 prom inh | CaV13 FRET inh | Vif imaging | Peg3 promoter | NR2E3 ag-2 | Shn3 inh set2
COc1cc(C)ccc1S(=O)(=O)NC(=O)Cn1nnc(COc2ccc3c(c2)CCCC3)c1C | 7 | -4 | -11 | -1 | -9 | nt | -6 | 0 | -10 | nt | -11
O=C(N/N=C/c1ccccc1F)NC1CCCCC1 | -131 | 13 | 0 | -4 | -33 | -35 | -6 | 5 | -144 | -2 | -51

(more compounds)
SMILES | HIF-2a inh | KKLEB cytotox | PDI turbidity | CF NFkB block | NR2E3 ag-1 | TRPM1 prom inh | CaV13 FRET inh | Vif imaging | Peg3 promoter | NR2E3 ag-2 | Shn3 inh set2
Cc1ccc(NC(=O)/C(=C/c2cccs2)NC(=O)c2ccco2)cc1 | 1 | 5 | 0 | 0 | -18 | -3 | -7 | -8 | 1 | -1 | -19
O=C(NC1CCCCCC1)c1c(O)c2ccccc2[nH]c1=O | -221 | -5 | -2 | 14 | -14 | -97 | -7 | 17 | -178 | -2 | -64
Cc1cccc(NC(=O)CN(C)C(=O)c2ccc(N3CCCCCC3)c([N+](=O)[O-])c2)c1C | -11 | -10 | 3 | -41 | 41 | -4 | -5 | -12 | 19 | nt | 54
CCCn1c2c(c(O)c(C(=O)Nc3ccc(OCC)cc3)c1=O)CCCC2 | 3 | -12 | 1 | 25 | -9 | -7 | nt | -4 | -8 | 1 | -7
Cc1nn(C)cc1C(C(=O)NC1CCCCC1)N(C(=O)Cc1cccs1)c1ccc(C(C)C)cc1 (stereo not drawn) | 19 | 5 | -2 | 3 | -37 | -10 | -5 | 1 | 11 | 2 | -1

Screening data deposited in PubChem BioAssay by several laboratories.
